Source: PubChem BioAssay
CRE-bla Fsk: modulators of forskolin-stimulated CRE signaling in CHO cells. CHO CRE-bla reporter (cAMP response element driving beta-lactamase), forskolin EC10, beta-lactamase ratio. Potency, µM (titrated, usually from 38.2 µM), without a hit: at the highest dose activity change, negative = inhibition, usual class: activators. actives 2.5% (n = 71,000); active = well fitted activation curve with a large enough effect in the signal ratio, with a control signal flat, not every such curve was filed as active; inconclusive = small, poorly fitted or top-dose-only effect, or effect the other way, or a change in a side signal; the % refers to the signal ratio; note: potency is the fitted concentration of half-maximal effect; % of control where 0% means no effect
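CHO CRE-bla cells, overnight plating in Opti-MEM with 0.5% dialyzed FBS; cpd titration + EC10 NKH 477, 3 h 37 °C; CCF4 2 h RT; ex 405/em 460 vs 530 ratio → %Activity, AC50.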
UbGFP stabilizer: inhibits proteasome, raising ubiquitin-GFP reporter fluorescence. 67,000 tested, under 10 active. Ubiquitin-GFP reporter cells, proteasome inhibition, GFP fluorescence; response scale: untreated = 0%, 10 µM MG-132 = 100%. Potency, µM (series often up to 45.9 µM), inactives show at the top dose activation (GFP accumulation), usual class: activators; active = well fitted activation curve with a large enough effect, not every such curve was filed as active; inconclusive = small, poorly fitted or top-dose-only effect, or another doubt; inactive = no such curve, though single readings can be large or run the other way; note: potency is the fitted concentration of half-maximal effect
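U2OS cells expressing ubiquitin(G76V)-GFP, seeded overnight in 0.5% FBS medium, then treated 4 hr at 37 C across 46 uM to 2.9 nM. GFP-positive cells counted by laser cytometry (488 ex/515 em); %activity scaled between basal and 10 uM MG-132.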
Hsp90 Hop PPI: changes Hsp90-Hop TPR2A binding signal, up or down | Potency, µM (highest dose often 57 µM), for inactives: at the highest dose activity change, negative = inhibition | actives 0.44% (n = 71,000) | AlphaScreen TPR2A-His6 binding biotin-Hsp90 C-terminal peptide; active = well fitted curve in either direction with a large enough effect; inconclusive = small, poorly fitted or top-dose-only effect, or another doubt; note: potency is the fitted concentration of half-maximal effect; % is set by controls: 0 for no effect and ±100 for the full control effect; many of its hits are not listed in these tables
Epigenetic mod: epigenetic GFP locus derepression in mouse cells | mouse C127i GFP locus derepression, cytometry, 30 h | Potency, µM (top dose mostly 46.1 µM), inactives show at the top dose GFP derepression (activation) | actives 0.09% (n = 68,000) | AID 597; note: % of control where 0% means no effect
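Read-out is the number of GFP-positive cells, scored as fluorescent objects 20 to 120 um wide, reflecting derepression of a silenced CMV-GFP reporter in murine C127i cells after 30 h compound exposure at 37 C.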
FLuc inh: blocks Photinus pyralis firefly luciferase activity | Potency, µM (highest dose often 57.1 µM), for inactives: at the highest dose activity change, negative = inhibition, most hits filed as inhibitors | purified firefly luciferase, luminescence, 8 min | actives 2.2% (n = 72,000); note: potency is the fitted concentration of half-maximal effect; % is set by controls: 0 for no effect and ±100 for the full control effect; nearly all actives have a fitted effect of over 40% in size
Target sequence (P08659 whole entry, looked up): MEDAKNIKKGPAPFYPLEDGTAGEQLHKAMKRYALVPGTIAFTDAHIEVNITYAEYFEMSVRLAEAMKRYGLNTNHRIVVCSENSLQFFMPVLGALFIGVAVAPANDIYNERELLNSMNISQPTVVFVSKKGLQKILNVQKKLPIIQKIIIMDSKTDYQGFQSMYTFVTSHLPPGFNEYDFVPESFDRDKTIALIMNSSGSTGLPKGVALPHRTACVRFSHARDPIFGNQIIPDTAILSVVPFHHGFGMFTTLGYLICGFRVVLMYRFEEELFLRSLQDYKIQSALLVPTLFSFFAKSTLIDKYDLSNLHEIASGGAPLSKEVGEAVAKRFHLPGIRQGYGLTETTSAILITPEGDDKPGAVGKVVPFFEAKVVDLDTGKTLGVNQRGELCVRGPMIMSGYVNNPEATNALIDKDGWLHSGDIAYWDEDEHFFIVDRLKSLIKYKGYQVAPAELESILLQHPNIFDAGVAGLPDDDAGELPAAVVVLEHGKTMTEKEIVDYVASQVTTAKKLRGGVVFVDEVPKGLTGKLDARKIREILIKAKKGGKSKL
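Firefly luciferase (PKLight detection mix) with 10 uM ATP in pH 7.2 imidazole buffer (KCl, MgCl2, Tween 20, BSA). Compounds tested across a concentration series (qHTS). Luminescence read after 8 min at ambient temperature.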
ALOX15 inhib: 15-hLO (ALOX15) enzyme inhibition; Potency, µM (highest dose often 57.1 µM), without a hit: at the highest dose activity change, negative = inhibition, actives largely listed as inhibitors; actives 1.4% (n = 74,000); purified 15hLO-1, xylenol orange hydroperoxide absorbance; P16050; note: potency is the fitted concentration of half-maximal effect; % is set by controls: 0 for no effect and ±100 for the full control effect; nearly all actives have a fitted effect of over 55% in size
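Inhibition is scored from a chromogenic endpoint. After 15 min enzyme-compound contact, arachidonic acid (50 uM final) reacts 6 min with 40 nM 15hLO-1 at room temperature, then Fe-XO reagent is added for 30 min and absorbance ratio recorded.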
ERK AVP block: blocks ERK signaling stimulated by vasopressin | actives 0.99% (n = 72,000) | Potency, µM (doses to about 57.5 µM), without a hit: at the top dose activity, negative = inhibition, hits mostly inhibitors | AID 995 | HEK293-V1b, vasopressin-stimulated pERK AlphaScreen; note: potency is the fitted concentration of half-maximal effect; % is set by controls: 0 for no effect and ±100 for the full control effect; nearly all actives have a fitted effect of over 55% in size
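Phosphorylated ERK1/2 detected via AlphaScreen bead proximity in lysates of V1b-expressing HEK293 cells given 25 nM vasopressin for 5 min after 30 min compound exposure (37 °C). AC50 from Hill equation; basal DMSO 0%, vasopressin 100%.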
Pol III holo inh: DNA polymerase III holoenzyme inhibition; Potency, µM (titrated, usually from 57.1 µM), inactives show top-dose activity change, negative = inhibition; reconstituted DNA polymerase III holoenzyme replication, biochemical; actives 0.25% (n = 71,000); AID 603; note: potency is the fitted concentration of half-maximal effect; % is set by controls: 0 for no effect and ±100 for the full control effect
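Reconstituted *E. coli* holoenzyme (0.35 nM Pol III, 1 nM beta, 154 nM SSB, 2 nM primase) was preincubated with compound for 15 min at RT. Synthesis on 1.4 nM ssM13Gori ran 35 min, then was stopped with PicoGreen/EDTA and read as dsDNA fluorescence.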
Tau filament bind: tau filament binding; AID 596; Potency, µM (series often up to 57.1 µM), for inactives: top-dose activity change, negative = inhibition; actives 2% (n = 71,000); recombinant tau filaments, thioflavin S fluorescence, 15 h; filaments grown with octadecylsulfate alongside compound; P10636;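 note: potency is the fitted concentration of half-maximal effect; % is set by controls: 0 for no effect and ±100 for the full control effect; actives lower thioflavin S fluorescence by blocking filaments or displacing dye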
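Quantitative HTS: thioflavine S signal from ODS-induced tau filaments, excited at 450 nm, emission 510 nm. Conditions: 1 uM tau, 30 uM ODS, 15 h at 37 C, pH 7.4.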
HADH2 inh: blocks human hydroxyacyl-CoA dehydrogenase type II; Q99714; recombinant HADH2, NADH fluorescence, beta-hydroxybutyryl-CoA; Potency, µM (doses to about 57.1 µM), inactives show at the highest dose activity change, negative = inhibition, actives largely listed as inhibitors; actives 3.4% (n = 73,000); note: potency is the fitted concentration of half-maximal effect; % is set by controls: 0 for no effect and ±100 for the full control effect; nearly all actives have a fitted effect of over 60% in size; many of its hits are not listed in these tables
Target sequence (Q99714 whole entry, looked up, one chain of several): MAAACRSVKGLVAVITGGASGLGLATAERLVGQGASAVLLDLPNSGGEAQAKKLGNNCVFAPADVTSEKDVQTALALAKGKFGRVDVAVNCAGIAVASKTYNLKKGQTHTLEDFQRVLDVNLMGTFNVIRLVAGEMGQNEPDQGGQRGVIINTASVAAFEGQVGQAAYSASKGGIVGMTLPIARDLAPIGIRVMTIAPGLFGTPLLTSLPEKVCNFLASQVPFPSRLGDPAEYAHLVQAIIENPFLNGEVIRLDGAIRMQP
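Read-out: 360 nm excitation, 450 nm emission, kinetic over 4 min. Conditions: His-tagged human HADH2 20 nM, pH 9.0 Tris with Tween-20, 1 mM NAD+, 90 uM beta-hydroxybutyryl-CoA.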
HBB splicing: modulators of hemoglobin beta chain splicing. HBB splicing reporter cell assay, activation; EGFP reporter with mutant IVS2-654 intron; response scale: normalised to 500 nM splice-correcting PNA. Potency, µM (series often up to 46.1 µM), inactives show at the top dose activation, actives largely listed as activators. actives 0.06% (n = 65,000). AID 925; note: potency is the fitted concentration of half-maximal effect; 0% is about no effect
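Compounds were applied for 2 days to HeLa EGFP-654 cells, 500/well in Optimem with 2% FCS. The reporter's EGFP is disrupted by mis-splicing of beta-globin intron IVS2-654. Readout: summed well GFP fluorescence from 488 nm laser scanning; reference was 500 nM antisense […] 654 PNA.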
* hit, by the source's call; ? = inconclusive; nt = not tested or not shown; [ ] = remark or other dose. Unless noted, calls come from the whole dose curve; as a rule, active = well fitted curve in the direction sought with a large enough effect; inconclusive = small, poorly fitted or top-dose-only effect, or another doubt; inactive = no such curve, though single readings can be large; an effect the other way counts as inactive or inconclusive. A portion of the library (hit frequency here may not be typical).

A first look (three entries):
# | molecule | CRE-bla Fsk | UbGFP stabilizer | Hsp90 Hop PPI | Epigenetic mod | FLuc inh | ALOX15 inhib
1 | CC1CCc2c(sc(NC(=O)c3noc4c3CCCC4)c2C(N)=O)C1 (centres undefined) | ? | 3% | -2% | 0% | 2% | -4%
2 | O=C(Nc1ccccc1F)N(CCCN1CCOCC1)Cc1cc2cc3c(cc2[nH]c1=O)OCCO3 | ? | -2% | -6% | 0% | -1% | -4%
3 | CCOC(=O)N1CCC(NC(=O)Cn2ncc3ccccc32)CC1 | ? | -4% | -8% | 0% | 0% | 6%

# | ERK AVP block | Pol III holo inh | Tau filament bind | HADH2 inh | HBB splicing
1 | 16% | -4% | 17% | 0% | -0.2%
2 | -18% | 0% | 28% | ? | nt
3 | 0% | -3% | -9% | 2% | -2.3%

Main list, repeating the preview:
# | molecule | CRE-bla Fsk | UbGFP stabilizer | Hsp90 Hop PPI | Epigenetic mod | FLuc inh | ALOX15 inhib
1 | CC1CCc2c(sc(NC(=O)c3noc4c3CCCC4)c2C(N)=O)C1 (centres undefined) | ? | 3% | -2% | 0% | 2% | -4%
2 | O=C(Nc1ccccc1F)N(CCCN1CCOCC1)Cc1cc2cc3c(cc2[nH]c1=O)OCCO3 | ? | -2% | -6% | 0% | -1% | -4%
3 | CCOC(=O)N1CCC(NC(=O)Cn2ncc3ccccc32)CC1 | ? | -4% | -8% | 0% | 0% | 6%
4 | C=CCn1c(C(C)NC(=O)C(C)(C)C)nc2ccccc21 (centres undefined) | -10% | -6% | 1% | -1% | 2% | 4%
5 | Cn1c(=O)[nH]c(=O)c2c1nc(N1CCCCCC1)n2CCN1CCCCCC1 | 3% | 4% | -1% | 0% | 0% | 8%
6 | CCOc1ccc(-n2c(Cc3ccccc3)nnc2SCc2c(C)noc2C)cc1 | 3% | 1% | 0% | 2% | 3% | 4%
7 | CCc1ccc2oc(=O)cc(CN3CCN(c4ccc(F)cc4)CC3)c2c1 | 3% | 4% | -7% | -3% | 1% | 0%
8 | CCOc1ccccc1CNS(=O)(=O)c1ccc2[nH]c(=O)sc2c1 | 5% | -9% | -9% | 1% | 1% | -17%
9 | CCC(C)NC(=O)CC1Oc2ccc(C)cc2NC1=O (centres undefined) | 0% | 9% | -4%[2.3 µM] | nt | 2% | 4%
10 | O=C(COc1ccc2oc(-c3ccccc3)cc(=O)c2c1)NCc1ccco1 | -7% | -1% | -3% | 3% | 7.9µM* | ?

# | ERK AVP block | Pol III holo inh | Tau filament bind | HADH2 inh | HBB splicing
1 | 16% | -4% | 17% | 0% | -0.2%
2 | -18% | 0% | 28% | ? | nt
3 | 0% | -3% | -9% | 2% | -2.3%
4 | 14% | 2% | -14% | 2% | -2.0%
5 | -20% | 2% | 7% | 20% | -0.3%[57.5 µM]
6 | 4% | -6% | 2% | -6% | 0.0%[57.5 µM]
7 | 1% | -2% | 182% | 3% | 0.7%
8 | 9% | 1% | -20% | -3% | -1.2%
9 | 9% | -1% | -1% | 8% | -0.6%
10 | -7% | -22% | 99% | 15% | 4.9%

Additional structures
# | molecule | CRE-bla Fsk | UbGFP stabilizer | Hsp90 Hop PPI | Epigenetic mod | FLuc inh | ALOX15 inhib
11 | c1ccc(-c2cc(-c3nn4c(-c5ccco5)nnc4s3)c3ccccc3n2)cc1 | ? | 5% | -12% | 2% | 0% | 4%
12 | CN(C)c1ccnc2sc(C(=O)NCc3ccccc3)c(N)c12 | -3% | 3% | 2% | -4% | -10% | ?
13 | COc1ccc(C2N(c3ccc(Cl)cc3)C(=O)C3CCCN32)cc1 (centres undefined) | -14% | 3% | 0% | 3% | 2% | 1%
14 | CCn1c2ccccc2c2cc(NC(=O)CSc3nnnn3-c3ccccc3)ccc21 | -6% | -1% | -7% | 3% | 3% | 3%
15 | CCS(=O)(=O)NCc1csc(C)n1 | 1% | 3% | -4% | 0% | 2% | 0%
16 | COC(=O)CSc1nnnn1-c1cccc2ccccc12 | -1% | 0% | 1% | 0% | -1% | 3%
17 | O=C(Nc1ccc(-c2nnc(-c3ccccc3)o2)cc1)C1CCCO1 (centres undefined) | 9% | 0% | -9% | 0% | -11% | 1%
18 | O=C(NC1CCCc2ccccc21)C1CCN(c2c(N3CCCC3)c(=O)c2=O)CC1 (centres undefined) | -9% | 1% | -5%[2.3 µM] | nt | 3% | -2%
19 | C=CCn1c(=O)/c(=C\c2ccsc2)s/c1=C(/C#N)C(=O)NCCN1CCOCC1 | -3% | 1% | -1% | 11% | 2% | -27%
20 | COc1cc(NC(=O)C(F)(F)F)cc(OC)c1 | 4% | 4% | -3% | 2% | -3% | 5%

# | ERK AVP block | Pol III holo inh | Tau filament bind | HADH2 inh | HBB splicing
11 | -22% | -5% | 0.63µM* | -23% | 0.2%
12 | 2% | -6% | -14% | -6% | -1.1%[9.22 µM]
13 | -19% | 3% | -29% | 11% | 0.3%
14 | -10% | 0% | 94% | 3% | 3.4%
15 | 0% | -4% | 6% | 8% | -0.4%
16 | -13% | -1% | 5% | 65%[activator] | -0.2%
17 | -9% | -1% | -6% | ? | 0.9%
18 | -4% | -1% | -3% | 4% | -0.3%
19 | -19% | -3% | 9% | 4% | -0.3%[57.5 µM]
20 | -13% | -5% | 7% | -8% | 1.3%

Other records follow.
# | molecule | CRE-bla Fsk | UbGFP stabilizer | Hsp90 Hop PPI | Epigenetic mod | FLuc inh | ALOX15 inhib
21 | COc1cccc(NC(=O)CN2C(=O)C3(OCCCO3)c3ccccc32)c1 | ? | -4% | -3% | 0% | -1% | 2%
22 | COc1ccc(C)cc1NC(=O)CSc1nnc(COc2ccc(C)cc2)n1Cc1ccco1 | 9% | -8% | -3% | 0% | -5% | -22%
23 | COc1ccc(-n2c(SCC(=O)N3CCCC3)nc3c([nH]c4ccccc43)c2=O)cc1 | -2% | -17% | -1% | nt | -1% | -10%
24 | CCOC(=O)C1(C(F)(F)F)N=C(c2cccnc2)OC(N2CCOCC2)=N1 (centres undefined) | ? | -1% | -3% | 2% | 2% | 2%
25 | O=S(=O)(c1ccc(F)cc1)N1CCN(c2ncnc3c2cnn3-c2ccccc2)CC1 | ? | -3% | -2% | -4% | 1% | -8%
26 | O=C1Nc2ccccc2OC1CC(=O)N1CCN(c2cccc(C(F)(F)F)c2)CC1 (centres undefined) | ? | -12% | -2% | -3% | 4% | -24%
27 | COc1cccc2c1OC1(C)CC2/C(=C(\C)O)C(=O)N1 (centres undefined) | ? | 5% | ? | -2% | 2% | 16%
28 | CC(C)(C)n1ncc2c(=O)n(CC(=O)c3ccccc3)cnc21 | ? | 7% | 7% | 0% | -12% | 3%
29 | Cc1ccc(S(=O)(=O)n2nc(-c3ccco3)nc2SCc2ccccc2)cc1 | ? | 8% | -2% | -2% | -7% | -18%
30 | O=C(CN1CCCCC1)Nc1ccc(S(=O)(=O)NC2CCCCC2)cc1 | ? | -1% | 2% | 0% | 2% | -14%
31 | O=C(c1ccccc1)n1nc(-c2ccccc2)nc1NCc1ccco1 | ? | -10% | 8% | -2% | 1% | -3%
32 | CCn1c2ccc(CC(=O)O)cc2c2cc(CC(=O)O)ccc21 | 20% | -8% | -1% | -3% | 1% | 4%

# | ERK AVP block | Pol III holo inh | Tau filament bind | HADH2 inh | HBB splicing
21 | -4% | 3% | -13% | 16% | 4.6%[1.84 µM]
22 | -9% | -9% | 106% | -3% | 0.0%
23 | nt | -2% | 107% | -2% | -1.5%
24 | -6% | 2% | 1% | -3% | -2.6%[57.5 µM]
25 | -1% | -3% | 22% | 26% | -3.4%
26 | -8% | -6% | 7% | ? | -0.3%
27 | 25% | -3% | -43% | -6% | -0.6%
28 | -2% | -2% | -3% | 12% | -0.3%
29 | -16% | -2% | -6% | -19% | -1.4%
30 | 3% | 2% | -10% | 3% | -3.5%
31 | 6% | 4% | -21% | -4% | -0.4%
32 | -19% | -9% | -15% | 3% | 3.2%
